Bioassay records: PubChem BioAssay, several laboratories
IDE cell inh: inhibitors of human insulin-degrading enzyme in cells. inhibition, % at 5.59 µM. HEK cells, FAbetaB cleavage, fluorescence polarization. hit rate 0.41% among 320,000. P14735;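 active = percent inhibition above the average of all tested compounds plus 3 SD, set per screening campaign, cut at about 16% in these data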;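 note: IDE supplied by intact live HEK cells; FP after avidin binding of uncleaved biotin substrate so inhibition keeps polarization high; 0% = DMSO wells and 100% = 60 µM reference IDE inhibitor Ii1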
M5 antag: antagonists of human muscarinic M5 receptor (CHRM5); hit rate 0.59% among 360,000; P08912; inhibition, % at 3 µM; CHO-hM5 cells, Fluo-8 calcium fluorescence, ACh EC80;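 active = inhibition above a per-plate cutoff, the mean of that plate's test compounds plus 3 SD, cut at about 27% in these data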;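 note: 0% = acetylcholine EC80 with DMSO and 100% = DMSO without agonist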
Target sequence (P08912 whole entry, looked up): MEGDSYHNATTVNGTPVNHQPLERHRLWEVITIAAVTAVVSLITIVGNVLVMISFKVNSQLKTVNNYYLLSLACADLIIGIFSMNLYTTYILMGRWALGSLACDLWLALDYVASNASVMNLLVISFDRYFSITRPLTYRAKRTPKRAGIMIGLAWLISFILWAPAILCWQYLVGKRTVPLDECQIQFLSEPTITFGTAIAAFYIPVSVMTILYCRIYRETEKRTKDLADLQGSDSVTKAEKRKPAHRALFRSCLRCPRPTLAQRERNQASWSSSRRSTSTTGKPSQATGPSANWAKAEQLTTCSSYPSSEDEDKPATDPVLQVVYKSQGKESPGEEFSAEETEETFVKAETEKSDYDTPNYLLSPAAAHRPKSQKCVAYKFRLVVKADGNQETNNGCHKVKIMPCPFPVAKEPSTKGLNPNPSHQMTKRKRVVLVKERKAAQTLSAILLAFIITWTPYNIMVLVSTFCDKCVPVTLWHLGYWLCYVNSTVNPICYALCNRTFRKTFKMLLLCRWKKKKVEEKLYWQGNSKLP
CHRM5 agonist: CHRM5 agonism in calcium assay; hit rate 0.19% among 360,000; CHO-K1 hM5 cells, Fluo-8 calcium fluorescence; 0% DMSO wells, 100% maximal acetylcholine response; activation, % at 3 µM; AID 624037;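 active = activation above the run's mean over test compounds plus 3 SD, cut at about 23% in these data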;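 note: signal is peak over basal fluorescence ratio across the kinetic read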
M4 antag: antagonists of human muscarinic M4 receptor (CHRM4); P08173; CHO-hM4 cells, ACh EC80, Fluo-8 calcium fluorescence; inhibition, % at 3 µM; hit rate 0.73% among 360,000; AID 624125;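 active = inhibition above its plate's cutoff, the mean inhibition of sample wells plus 3 SD, cut at about 27% in these data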;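 note: 0% = acetylcholine EC80 with DMSO and 100% = DMSO without agonist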
Target sequence (P08173 whole entry, looked up): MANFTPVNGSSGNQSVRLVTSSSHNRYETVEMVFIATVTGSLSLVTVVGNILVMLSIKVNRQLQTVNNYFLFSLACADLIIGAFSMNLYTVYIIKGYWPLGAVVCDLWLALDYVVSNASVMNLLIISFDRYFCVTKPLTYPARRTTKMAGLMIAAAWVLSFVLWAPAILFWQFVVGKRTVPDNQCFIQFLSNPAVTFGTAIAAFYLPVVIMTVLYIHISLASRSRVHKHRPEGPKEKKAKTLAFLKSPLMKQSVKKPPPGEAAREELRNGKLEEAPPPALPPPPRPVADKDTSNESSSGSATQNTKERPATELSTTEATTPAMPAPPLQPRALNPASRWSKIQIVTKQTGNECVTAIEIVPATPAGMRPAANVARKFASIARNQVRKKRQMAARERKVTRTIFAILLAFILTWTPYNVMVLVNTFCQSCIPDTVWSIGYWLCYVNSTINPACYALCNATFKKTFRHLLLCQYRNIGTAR
CRFR2-BP ag: agonists of human CRF-binding protein/CRF-R2 receptor complex; HEK293 CRF-R2/CRF-BP, calcium dye fluorescence (FLIPR); percent of saturating CRF peptide response; hit rate 0.46% among 350,000; activation, % at 13.2 µM; AID 588473;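 active = activation of at least 50%, plus an integration ratio under a set limit after plate pattern correction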;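 note: plate controls were neutral control wells without compound for no effect and CRF at EC100 for full effect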
CHRM5 PAM: potentiates acetylcholine response at human M5 receptor. P08912. CHO-K1 hM5, Fluo-8 calcium, ACh EC20 PAM; 0% = ACh EC20, 100% = ACh EC100. activation, % at 3 µM. hit rate 0.3% among 360,000;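 active = activation above the run cutoff, the mean activation of all test compounds plus 3 SD, cut at about 18% in these data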
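System – CHO-K1 hM5 cells · Compound – 3 µM, single dose · Incubation – compound preincubation 140 s before EC20 acetylcholine addition · Technique – Fluo-8 calcium fluorescence · Measure – Max/basal fluorescence ratio as % of EC20–EC100 ACh window · Benchmarks – low control EC20 acetylcholine (0%), high control EC100 acetylcholine (100%) · Replication – singlicate, one well per test compound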
CHRM4 PAM: potentiates acetylcholine response at human M4 receptor; CHO-K1 hM4/Gqi5, Fluo-8 calcium fluorescence, ACh EC20; 0% = ACh EC20, 100% = maximal ACh; P08173; AID 624126; activation, % at 3 µM; hit rate 0.4% among 360,000;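 active = activation above its plate's cutoff, the mean activation of sample wells plus 3 SD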; note: some results filed as inactive read as strong as hits
CHRM4 agonist: CHRM4 agonism in calcium assay; CHO-K1 hM4/Gqi5, Fluo-8 calcium fluorescence; vehicle 0%, full acetylcholine response 100%; activation, % at 3 µM; hit rate 0.14% among 360,000; AID 624127;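 active = activation above the run mean over all test wells plus 3 SD, cut at about 32% in these data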;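 note: peak over basal fluorescence ratio per well then scaled between controls; 0% = DMSO wells and 100% = acetylcholine at EC100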
CRFR2-BP antag: antagonists of CRF-binding protein/CRF-R2 receptor complex | AID 588475 | inhibition, % at 11.8 µM | HEK293 CRF-R2/CRF-BP, CRF-induced calcium fluorescence | hit rate 0.59% among 350,000;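 active = inhibition of the ligand-induced calcium signal above about 50% at the single tested concentration, limit read from the data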
An asterisk follows results filed as active; . = not tested or not shown.

The line under a structure holds: IDE cell inh | M5 antag | CHRM5 agonist | M4 antag | CRFR2-BP ag | CHRM5 PAM | CHRM4 PAM | CHRM4 agonist | CRFR2-BP antag
- CC1(C(=O)Nc2ccc3c(c2)OCCO3)CSCC(=O)N1C1CC1 (stereo not given)
 : . | -8 | 1 | -13 | . | 5 | 11 | 3 | .
- CC(Cc1ccccc1)C(=O)NCc1ccncc1 (stereo not given)
 : 0 | 0 | -13 | -9 | 2.0 | 0 | 4 | 2 | 6
- O=c1oc2ccccc2c(N2CCCC2)c1[N+](=O)[O-]
 : -9 | 6 | -1 | 6 | 20 | -4 | -4 | 1 | -2
- CCOc1ccccc1NC(=O)Nc1ccon1
 : 0 | 7 | -1 | 5 | -1.3 | -1 | -3 | 0 | 7
- CCn1c(SCC(=O)NCc2ccc3c(c2)OCO3)nnc1-c1ccncc1
 : -2 | 2 | 3 | 6 | -2.7 | 2 | -3 | 2 | 0
- CCc1nnc(NC(=O)CSc2nnc(COc3ccccc3)n2Cc2ccccc2)s1
 : -4 | -4 | -2 | 0 | -0.7 | 2 | 2 | 1 | 22
- CCOc1cc2[nH]c(=S)n(CCC(=O)NCc3ccco3)c(=O)c2cc1OCC
 : 2 | 2 | 4 | 0 | -2.3 | 0 | -5 | 1 | -3
- CCC(=O)N/C(=N/c1nc(C)cc(C)n1)Nc1ccc(C)cc1
 : 4 | -6 | -3 | 6 | -1.3 | 7 | 1 | 5 | -3
- CCc1ccccc1NC(=O)CN(C)C(=O)COC(=O)c1c(Cl)cccc1Cl
 : . | 4 | 2 | 1 | -1.8 | 2 | 2 | 2 | 5
- Cc1ccccc1OCCCC(=O)Nc1ccc(Br)cc1
 : -1 | -4 | -9 | -4 | 4.2 | -16 | -12 | 4 | -16
- COc1ccc2ccccc2c1CNc1nnnn1C
 : -2 | 11 | 0 | 2 | 1.4 | -1 | -1 | 1 | 11
- C/C(=C\C(=O)c1ccc(Cl)cc1)NCc1ccc2c(c1)OCO2
 : 5 | 1 | 1 | 4 | 0.3 | -4 | -7 | 2 | 5
- Cc1nc(Cl)c2c(n1)N(CC(N)=O)C(=O)CO2
 : -2 | -2 | 0 | 1 | 0.8 | 6 | 3 | 0 | 0
- CCN(CC)S(=O)(=O)c1ccc(N2CCOCC2)c(NC(=O)c2ccc3ccccc3c2)c1
 : 2 | 4 | 1 | -4 | 0.3 | 1 | 13 | 1 | 6
- O=C(COC(=O)CNC(=O)c1cccc(F)c1)NCCC1=CCCCC1
 : 2 | 4 | 1 | -3 | -0.4 | -5 | 1 | 2 | 2
- CCc1nnc(NC(=O)c2cc(S(=O)(=O)N3CCCCC3)ccc2N2CCOCC2)s1
 : 2 | 8 | 0 | -7 | -1.5 | 1 | 3 | 3 | 5
- O=C(Cc1csc(NC(=O)Nc2cccc(Cl)c2)n1)NC1CCCC1
 : -3 | 8 | 13 | 9 | 2.1 | -17 | 5 | 21 | -2
- CC1CN(C2=NC(=O)/C(=C3/C(=O)N(Cc4ccc(F)cc4)c4ccccc43)S2)CC(C)O1 (stereo not given)
 : 0 | -8 | -3 | 3 | -1.7 | 8 | 1 | 0 | 12
- COCCN(CCOC)Cc1cc(=O)oc2cc(OC)c(Cl)cc12
 : . | 0 | 2 | -11 | . | 5 | 10 | 1 | .
- N#CCCc1cccc(CCC#N)c1
 : -3 | 3 | 2 | 5 | -3.4 | 6 | 8 | 2 | 7

An excerpt of these results, with the structure last:
| IDE cell inh | M5 antag | CHRM5 agonist | M4 antag | CRFR2-BP ag | CHRM5 PAM | CHRM4 PAM | CHRM4 agonist | CRFR2-BP antag | mol |
| --- | --- | --- | --- | --- | --- | --- | --- | --- | --- |
| 4 | -6 | -3 | 6 | -1.3 | 7 | 1 | 5 | -3 | CCC(=O)N/C(=N/c1nc(C)cc(C)n1)Nc1ccc(C)cc1 |
| . | 4 | 2 | 1 | -1.8 | 2 | 2 | 2 | 5 | CCc1ccccc1NC(=O)CN(C)C(=O)COC(=O)c1c(Cl)cccc1Cl |
| -1 | -4 | -9 | -4 | 4.2 | -16 | -12 | 4 | -16 | Cc1ccccc1OCCCC(=O)Nc1ccc(Br)cc1 |

(list continues)
The line under a structure holds: IDE cell inh | M5 antag | CHRM5 agonist | M4 antag | CRFR2-BP ag | CHRM5 PAM | CHRM4 PAM | CHRM4 agonist | CRFR2-BP antag
- CCOC(=O)c1cc2c(C)[nH]c(C)c2cc(C(=O)OCC)c1=O
 : 1 | 8 | 3 | 5 | 8.8 | -6 | -8 | 8 | 1
- Cc1ccc(C(=O)Nc2c(-c3ccccc3)[nH][nH]c2=O)cc1
 : . | -12 | 0 | -14 | . | 8 | 21 | 0 | .
- CS(=O)(=O)Nc1ccc2[nH]c(=O)[nH]c2c1
 : 7 | 0 | -2 | 9 | 1.3 | 4 | 5 | 1 | 11
- Cc1ccc(-c2ccc(C(=O)NCc3ccc(Cl)cc3)o2)c2ccccc12
 : -5 | 13 | -3 | -6 | 1.6 | -7 | 2 | 1 | -13
- CCCCc1cc(=O)oc2cc(C)cc(OCC(=O)NCCN3CCOCC3)c12
 : 6 | 4 | -4 | 3 | 2.6 | -4 | -4 | 2 | -9
- COc1ccc(/C=C/C(=O)Oc2cc(C)[nH]c(=O)c2[N+](=O)[O-])cc1OC
 : 2 | -9 | 3 | -2 | -0.2 | 2 | 0 | 1 | 7
- O=C(NC1CCCC1)C(c1ccncc1)N(Cc1ccco1)C(=O)c1ccc(-c2ccccc2)[nH]1 (stereo not given)
 : 8 | -4 | 6 | 10 | -0.5 | 18 | -2 | 1 | -5
- Cc1cc(Cl)ccc1OCC(=O)NCCCn1ccnc1
 : 5 | 2 | -4 | -2 | -2.5 | 1 | -1 | 1 | 3
- O=S(=O)(NNC(=S)NCC1CCCO1)c1cc(Cl)ccc1Cl (stereo not given)
 : -4 | 25 | -6 | -6 | -0.7 | -10 | 0 | 1 | 0
- Nc1nc(SCC(=O)NC2CCCc3ccccc32)n[nH]1 (stereo not given)
 : 0 | 2 | 0 | 0 | 6.7 | 2 | -5 | 0 | -11
- CCOc1ccc(N/C(=N/c2nc(C)cc(C)n2)NC(C)=O)cc1
 : -2 | -3 | 3 | 6 | -3.1 | -2 | -23 | 5 | -12
- CC(C)=CCC/C(C)=C/CNC(=O)C[C@H]1C[C@H](C(=O)N2CCOCC2)[C@@]2(C)c3[nH]c4cc(CCC(=O)N(C)C)ccc4c3CCN2C1=O
 : . | 5 | -2 | 13 | -1.8 | -4 | -11 | 3 | -11
- O=C1C2C3c4ccccc4C(c4ccccc43)C2C(=O)N1c1cccc2cccnc12 (stereo not given)
 : 5 | -7 | -1 | 5 | -1.0 | 5 | 5 | 0 | -19
- O=C1CCC[C@@H]2Cc3nc4ccc(O)cc4cc3[C@@H]3CCN1[C@H]23
 : . | -11 | 6 | -7 | -1.1 | 12 | 8 | 2 | 10
- O=C(c1ccccc1)c1ccc(C(=O)N2CCN(c3ccc(O)cc3)CC2)cc1
 : -5 | 8 | 1 | 0 | 0.3 | 0 | 4 | 1 | 15
- CC12CCC(O)CC1=CCC1C2CCC2(C)C(c3ccn[nH]3)CCC12 (stereo not given)
 : . | 20 | -5 | 10 | -5.7 | -25 | -11 | 16 | -10
- Cc1ccccc1S(=O)(=O)Cc1ccc(C(=O)NC2CCCC2)o1
 : 8 | -2 | -1 | -2 | -0.5 | -2 | 0 | 1 | -8
- COc1ccc(CC(=O)NNS(=O)(=O)c2ccc(F)cc2)cc1OC
 : 2 | 6 | -2 | -19 | 4.4 | -5 | 5 | 2 | -5
- CC(C)C(=O)c1cn(CC(=O)NCc2ccco2)c2ccccc12
 : 0 | 5 | -6 | -5 | -0.3 | -2 | -4 | 1 | 3
- COC(=O)C1=C(C)Nc2nc3ccccc3n2C1c1cc(OC)c(OC)c(OC)c1 (stereo not given)
 : 4 | 0 | 1 | 11 | -0.1 | 1 | -5 | 3 | 17

The closing 7 compounds of the part before come first, to join the parts.
The line under a structure holds: IDE cell inh | M5 antag | CHRM5 agonist | M4 antag | CRFR2-BP ag | CHRM5 PAM | CHRM4 PAM | CHRM4 agonist | CRFR2-BP antag
- O=C1CCC[C@@H]2Cc3nc4ccc(O)cc4cc3[C@@H]3CCN1[C@H]23
 : . | -11 | 6 | -7 | -1.1 | 12 | 8 | 2 | 10
- O=C(c1ccccc1)c1ccc(C(=O)N2CCN(c3ccc(O)cc3)CC2)cc1
 : -5 | 8 | 1 | 0 | 0.3 | 0 | 4 | 1 | 15
- CC12CCC(O)CC1=CCC1C2CCC2(C)C(c3ccn[nH]3)CCC12 (stereo not given)
 : . | 20 | -5 | 10 | -5.7 | -25 | -11 | 16 | -10
- Cc1ccccc1S(=O)(=O)Cc1ccc(C(=O)NC2CCCC2)o1
 : 8 | -2 | -1 | -2 | -0.5 | -2 | 0 | 1 | -8
- COc1ccc(CC(=O)NNS(=O)(=O)c2ccc(F)cc2)cc1OC
 : 2 | 6 | -2 | -19 | 4.4 | -5 | 5 | 2 | -5
- CC(C)C(=O)c1cn(CC(=O)NCc2ccco2)c2ccccc12
 : 0 | 5 | -6 | -5 | -0.3 | -2 | -4 | 1 | 3
- COC(=O)C1=C(C)Nc2nc3ccccc3n2C1c1cc(OC)c(OC)c(OC)c1 (stereo not given)
 : 4 | 0 | 1 | 11 | -0.1 | 1 | -5 | 3 | 17
- CCCCN(C(=O)C1CC1)C1CCS(=O)(=O)C1 (stereo not given)
 : 8 | 3 | 2 | 5 | 1.7 | -1 | 7 | 0 | -1
- Cc1cccc(N(CC(=O)NC(C)(C)C)C(=O)CS(=O)CC(=O)Nc2ccc(F)cc2)c1 (stereo not given)
 : 2 | 4 | 1 | -7 | -1.2 | 3 | 4 | 1 | -10
- Cc1ccc2occ(/C=N/NC(=O)c3ccccc3O)c(=O)c2c1
 : -5 | -7 | -4 | -2 | 1.3 | 1 | 2 | 1 | -14
- CCc1nc(N2CCN(C(=O)c3ccco3)CC2)c2oc3ccccc3c2n1
 : 4 | 9 | -3 | 2 | 0.2 | -10 | -11 | 7 | 50
- CC1CCc2c(sc3nc(CN4CCOCC4)nc(N4CCc5ccccc5C4)c23)C1 (stereo not given)
 : 6 | -4 | -2 | -30 | 2.6 | -4 | 0 | 1 | -13
- O=C(c1ccc(Cl)cc1)N1CCC(N2CCC(C(=O)N3CCOCC3)CC2)CC1
 : 0 | 10 | -3 | 8 | -0.4 | -3 | -4 | 1 | -8
- C=CCOc1nc(N(C)C)nc(N(C)C)n1
 : -3 | 1 | -1 | 3 | 1.4 | 6 | 1 | 0 | 9
- CCCn1c(=O)[nH]c(=O)c2c1nc(-c1ccc(C#N)cc1)n2CCOC
 : -3 | 8 | -2 | 9 | 3.4 | 0 | -3 | 1 | 7
- CCc1ccc(C2CC(c3ccc(Cl)cc3)=NNC2=O)cc1 (stereo not given)
 : -2 | 5 | -1 | -1 | -1.0 | -5 | 0 | -1 | 8
- O=Cc1ccc(Oc2cnccn2)cc1
 : -3 | -10 | 1 | -7 | 0.5 | 12 | 6 | 1 | 0
- COc1ccc(OC)c2c1sc(=NC(=O)C(C)(C)C)n2C
 : 0 | -1 | -1 | -9 | -0.9 | 1 | 6 | -1 | 11
- CCCSc1nc2c(c(=O)[nH]c(=O)n2C)n1CC(O)COc1ccccc1 (stereo not given)
 : -1 | 16 | -2 | -4 | -0.1 | -11 | -1 | 6 | -14
